# Compound activity as filed in PubChem.
# MBD2 DNA inh: blocks human MBD2 binding to methylated DNA | TR-FRET, MBD2 binding to methylated oligonucleotide | Q9UBB5 | 370,000 tested, 0.31% active | inhibition, % at 4.4 µM; in the data active = inhibition above about 13%
# rCAG RNA binder: binds r(CAG) RNA repeats; r(CAG) RNA repeat, TO-PRO-1 dye displacement fluorescence; inhibition, % at 3 µM; 370,000 tested, 1.3% active;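 active = inhibition above the plate cutoff, the mean of all test compounds on that plate plus 3 SD, cut at about 35% in these data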;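 note: 0% = DMSO alone and 100% = 100 µM mitoxantrone as full dye displacement; higher means more dye released from RNA so lower well fluorescence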
# SIAE inh: human SIAE inhibition, primary screen; Q9HAT2; AID 1053197; SIAE FP-Rh probe binding, fluorescence polarization; inhibition, % at 9.66 µM; 370,000 tested, 0.69% active;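 active = inhibition above a cutoff: mean of compounds within the control limits plus 3 SD of those, cut at about 17% in these data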;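 note: 0% = plate median of compound wells and 100% = probe without SIAE protein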
# NPR2 activator: GC-B (human) receptor activation | 370,000 tested, 0.11% active | AID 1920062 | P20594 | activation, % at 10 µM | HEK293-GC-B cells, CNP EC30, cGMP TR-FRET; 0% at EC30 CNP, 100% saturating CNP;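 active = activation at 10 µM reaching about 35% in either raw or pattern-adjusted values, limit read from the data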
# ABHD4 inh: inhibits mouse alpha/beta hydrolase domain 4 | Q8VD66 | purified mABHD4, FP-Rh probe fluorescence polarization | inhibition, % at 8.92 µM | 370,000 tested, 0.54% active | AID 720543;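 active = inhibition exceeding the mean over every tested compound plus 3 SD, cut at about 30% in these data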;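 note: 0% = plate median of compound wells and 100% = S159A mutant with DMSO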
#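 Doses – 8.92 µM, single dose · Material – wild-type mouse ABHD4 protein · Replication – single well per compound (singlicate) · Measure – percent inhibition of probe binding, normalized to plate controls · Schedule – 45 min compound pre-incubation plus 60 min probe step, 25 °C · Detection – fluorescence polarization with parallel and perpendicular emission, 525/598 nm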
# HTRA1 inh: blocks human HTRA1 serine peptidase; recombinant HTRA1, FP-rhodamine activity-based probe, fluorescence polarization; 340,000 tested, 0.5% active; inhibition, % at 5.96 µM; Q92743; in the data active = inhibition above about 36%;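 note: 0% = enzyme with DMSO and 100% = wells lacking enzyme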
# Target sequence (Q92743 whole entry, looked up): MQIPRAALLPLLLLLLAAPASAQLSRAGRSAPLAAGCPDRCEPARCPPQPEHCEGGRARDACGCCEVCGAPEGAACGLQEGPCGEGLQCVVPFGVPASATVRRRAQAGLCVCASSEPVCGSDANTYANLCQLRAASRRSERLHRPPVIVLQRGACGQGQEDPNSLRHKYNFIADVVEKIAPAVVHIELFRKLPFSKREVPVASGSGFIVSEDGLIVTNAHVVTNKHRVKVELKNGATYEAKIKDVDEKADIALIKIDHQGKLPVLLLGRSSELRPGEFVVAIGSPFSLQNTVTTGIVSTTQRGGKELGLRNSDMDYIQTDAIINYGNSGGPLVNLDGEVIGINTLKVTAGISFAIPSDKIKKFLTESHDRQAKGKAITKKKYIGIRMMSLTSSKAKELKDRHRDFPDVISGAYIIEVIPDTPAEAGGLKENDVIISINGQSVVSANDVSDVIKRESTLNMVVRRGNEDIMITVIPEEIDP
# NPR1 activator: GC-A (human) enzyme activation; HEK293 GC-A cells, cGMP TR-FRET, EC30 ANP; 0% at EC30 ANP, 100% saturating ANP; activation, % at 10 µM; 370,000 tested, 0.14% active; AID 1671463; in the data active = activation above about 40%
# PRMT1 inh: inhibitors of human PRMT1. Q99873. recombinant PRMT1, activity-based probe fluorescence polarization. inhibition, % at 2.79 µM. 370,000 tested, 1.3% active. AID 652257;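 active = inhibition above about 21% made by adding two undisclosed values, limit read from the data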
# Target sequence (Q99873 whole entry, looked up): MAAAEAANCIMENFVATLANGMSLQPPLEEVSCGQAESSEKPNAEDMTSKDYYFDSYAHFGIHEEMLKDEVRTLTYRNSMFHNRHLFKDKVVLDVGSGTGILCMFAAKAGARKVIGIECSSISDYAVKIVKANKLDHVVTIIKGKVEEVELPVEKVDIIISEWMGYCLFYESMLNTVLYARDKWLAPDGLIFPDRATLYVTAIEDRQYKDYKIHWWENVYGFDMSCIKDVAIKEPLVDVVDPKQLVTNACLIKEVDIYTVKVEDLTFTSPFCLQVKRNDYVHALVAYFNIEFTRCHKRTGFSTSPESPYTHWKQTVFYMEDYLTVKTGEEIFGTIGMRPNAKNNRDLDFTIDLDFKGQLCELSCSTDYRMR
# TCR-CD3 inh: inhibitors of human TCR-CD3 interaction | TAMRA-labeled TCR probe fluorescence, biochemical | 360,000 tested, 0.37% active | inhibition, % at 9.4 µM; in the data active = inhibition above about 19%;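 note: recombinant mutant TCR 2C K166C tagged with TAMRA read by polarization; 0% = receptor in buffer alone and 100% = receptor with positive control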
# UHRF1 MBD2 ctr: UHRF1 methyl-DNA binding inhibition; inhibition, % at 4.4 µM; UHRF1 binding to methylated oligo, TR-FRET; Q96T88; 370,000 tested, 0.75% active; in the data active = inhibition above about 21%;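 note: UHRF1 SRA domain binding a hemimethylated CpG hairpin DNA probe; 0% = median of test compound wells and 100% = reference inhibitor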
# Active calls of the source: *; . = no result given. An excerpt, so the mix of outcomes need not match the whole.
SMILES,MBD2 DNA inh,rCAG RNA binder,SIAE inh,NPR2 activator,ABHD4 inh,HTRA1 inh,NPR1 activator,PRMT1 inh,TCR-CD3 inh,UHRF1 MBD2 ctr
CCOC(=O)C1(C)CCCN(C(=O)c2c(-c3ccccc3)noc2C)C1 (stereo unspecified),3.9,-2.5,9.8,-9.0,1.1,.,-1.2,-1.0,3.6,-1.3
CCc1ccc(NC(=O)C2CCN(S(=O)(=O)c3c(C)noc3C)CC2)cc1,-2.0,-1.5,1.5,4.6,-9.4,-4.1,-1.5,-4.5,5.9,5.8
O=C(CSc1nc2ccccc2o1)NC(=O)NCc1ccco1,2.4,0.5,-5.2,-8.3,-6.9,-2.1,1.1,3.0,2.4,0.6
Cn1c(/C(C#N)=C(\O)c2ccc([N+](=O)[O-])s2)nc2ccccc21,-4.6,-1.5,0.2,-3.4,4.9,-1.4,-1.2,2.4,-3.3,0.9
CCOc1ccccc1OCC(=O)Nc1ccc(S(=O)(=O)Nc2ncccn2)cc1,5.4,6.4,-4.7,1.2,-2.8,5.2,1.5,13.7,-6.6,2.5
Cc1c(Cl)c([N+](=O)[O-])nn1Cc1ccc(C(=O)N/N=C\c2ccccn2)o1,-2.7,2.2,-7.0,2.4,-8.8,9.6,0.6,-1.6,-1.4,-7.8
Cc1c(C#N)c2ncnc(-c3ccccc3)c2n1-c1ccccc1,-1.7,-3.6,-9.5,-1.5,4.3,-5.3,-2.1,-0.4,1.6,-0.7
Cc1c(NS(=O)(=O)c2cccc(C(=O)NCc3ccccc3Cl)c2)c(=O)n(-c2ccccc2)n1C,3.0,-3.4,-1.2,-2.4,-3.0,1.4,-0.1,1.4,-4.0,0.2
O=C(/C=C/c1ccc(Br)cc1)c1ccc(NC2=NCCCS2)cc1,-5.7,1.4,39.8*,-9.0,-7.6,-42.2,-22.4,5.0,2.4,-2.6
Cc1ccc(C(=O)N2CCC3(CC2)NCCc2[nH]cnc23)cc1,1.1,2.2,12.0,-1.4,4.8,4.6,4.2,-1.2,3.6,-0.9
O=C1CCC(C(=O)Nc2cccc(C(F)(F)F)c2)N1 (stereo unspecified),3.9,-3.4,3.5,-0.5,4.1,0.0,0.3,-0.2,-4.3,1.0
Cn1c(SCc2ccccc2Cl)nc2ccccc21,2.7,-4.8,8.5,4.4,-3.7,-10.0,1.2,1.5,0.1,1.5

# 3 structures out of the list, ordered by SMILES length, lowest first.
SMILES,MBD2 DNA inh,rCAG RNA binder,SIAE inh,NPR2 activator,ABHD4 inh,HTRA1 inh,NPR1 activator,PRMT1 inh,TCR-CD3 inh,UHRF1 MBD2 ctr
CCOC(=O)C1(C)CCCN(C(=O)c2c(-c3ccccc3)noc2C)C1 (stereo unspecified),3.9,-2.5,9.8,-9.0,1.1,.,-1.2,-1.0,3.6,-1.3
CCOc1ccccc1OCC(=O)Nc1ccc(S(=O)(=O)Nc2ncccn2)cc1,5.4,6.4,-4.7,1.2,-2.8,5.2,1.5,13.7,-6.6,2.5
Cc1c(Cl)c([N+](=O)[O-])nn1Cc1ccc(C(=O)N/N=C\c2ccccn2)o1,-2.7,2.2,-7.0,2.4,-8.8,9.6,0.6,-1.6,-1.4,-7.8

# Later entries.
SMILES,MBD2 DNA inh,rCAG RNA binder,SIAE inh,NPR2 activator,ABHD4 inh,HTRA1 inh,NPR1 activator,PRMT1 inh,TCR-CD3 inh,UHRF1 MBD2 ctr
O=C(CSc1nnc(-c2ccncc2)n1CCc1ccccc1)NCc1ccccc1,0.6,-6.4,10.1,3.0,2.3,-4.4,1.3,1.2,4.2,-0.4
CC1CCCC(NC(=O)COC(=O)c2cc3ccccc3oc2=O)C1C (stereo unspecified),0.5,1.0,-6.5,-10.0,-6.0,-1.9,-6.2,-1.8,2.3,2.6
CN1CCc2nc(NC(=O)COc3ccc(C#N)cc3)sc2C1,-6.1,-1.7,8.9,.,6.2,-1.0,.,0.8,7.0,-1.4
COc1cc(NC(C)=O)c2ncccc2c1[N+](=O)[O-],-1.8,0.1,10.3,-5.3,-1.1,2.6,1.6,-1.2,0.9,-9.2
CN(Cc1ccccc1)C(=O)c1cc(=O)[nH]c2ccccc12,-1.9,1.1,4.1,0.8,0.8,10.6,-4.6,-1.1,4.9,-1.9
CCC1(CC)C(=O)NC(=O)NC1=Nc1ccccc1,2.3,-1.6,1.2,3.5,1.4,-1.6,-1.6,-0.5,0.7,-0.3
CCC(C)C(NC=C1C(=O)OC(C)(C)OC1=O)C(=O)O (stereo unspecified),0.5,-3.1,6.4,5.2,0.4,8.2,0.9,0.6,4.5,-0.3
c1ccc(CNc2nc(Oc3ccncc3)c3sccc3n2)cc1,-3.5,0.1,-0.6,-2.0,-0.9,.,1.1,-2.7,-1.7,0.1
COC(=O)CN(C)C(=O)c1cccc(OC2CCN(S(=O)(=O)N(C)C)CC2)c1,-3.9,-6.0,6.0,1.4,-0.1,1.0,-3.6,-1.7,8.0,0.8
Cc1ccc(C(=O)NC2CC(C)(C)NC(C)(C)C2)cc1Cl,-3.4,2.5,-3.0,3.8,2.8,4.6,-2.3,1.0,-1.2,-1.6
Cc1ccc(/C=C2\SC(=S)N(CCC(=O)N3CCCCC3)C2=O)cc1,-2.4,-0.5,-7.5,-2.1,0.7,-2.1,0.9,4.4,-7.8,-1.5
CCCCCOCC(O)CCC(=O)NN (stereo unspecified),-4.3,0.8,-7.3,0.7,7.8,2.4,1.1,2.3,-4.5,5.2
COc1cccc(/C=N/Nc2nn3cnnc3c3ccccc23)c1,2.0,-0.5,-5.0,3.8,7.4,-1.8,6.2,0.6,2.9,-0.2
CCc1cccc(C)c1NC(=O)COC(=O)C1CCN(S(=O)(=O)c2ccccc2)CC1,1.3,-0.6,-2.8,-0.6,-2.3,-5.6,5.0,2.0,5.0,-1.5
COc1ccc(NC(=S)Nc2cccc(S(=O)(=O)N3CCCCC3)c2)cc1,-7.3,5.1,1.5,1.6,5.3,2.0,3.2,-2.8,-3.1,2.3
CC(C)C(=O)N1CCC1(C)C(=O)Nc1cccc(Oc2ccccc2)c1 (stereo unspecified),1.2,1.5,3.6,-3.2,-7.3,.,-2.4,-2.0,1.7,-1.7
Cc1cc2ncc(S(C)(=O)=O)c(N)n2n1,3.3,0.5,-1.2,1.3,-6.4,1.5,-2.2,3.5,-4.4,3.6
CC(C)c1onc(C(=O)Nc2cccnc2Cl)c1[N+](=O)[O-],1.8,-1.9,1.9,3.7,4.8,-0.1,2.5,4.5,-4.9,-1.6
COc1ccccc1NS(=O)(=O)c1cc(NC(=O)C2=NNC(=O)CC2)ccc1C,4.2,5.6,16.0,5.2,-7.3,7.8,-2.6,4.4,-0.1,-0.3
COc1ccccc1N1CCN(CCc2n[nH]c(=S)n2-c2ccccc2)CC1,-2.2,-0.5,1.9,0.3,8.0,6.8,-1.5,-0.7,5.1,-0.1
CCOC(=O)c1cnn(-c2nc(SC)nc3sc4c(c23)CCCC4)c1N,-5.1,1.2,-7.3,2.7,-10.0,-26.8,-3.3,-2.0,3.0,2.2
COc1ccc(S(=O)(=O)N2CCN(c3ccccc3)CC2)cc1,-4.2,-7.9,0.7,1.7,-5.0,-1.5,-1.2,-2.8,-5.7,-0.2
COc1cccc(C(C)(O)c2nc(-c3cccc4cccnc34)cs2)c1 (stereo unspecified),-2.5,1.1,-4.1,-1.5,-9.3,.,-3.7,1.7,-2.1,0.3
CCO[C@H]1OC(C(N)=O)=C[C@@H](c2ccc(Br)cc2)[C@@H]1CCCO,-0.7,-4.6,2.5,-4.3,-1.0,7.9,-1.2,2.4,0.9,0.9
CCOC(=O)c1c(NC(=O)COC(=O)/C=C/c2ccccc2)sc(C(=O)NC)c1C,-0.5,1.0,4.1,-1.4,7.1,-1.9,-1.7,4.6,-1.8,1.8
Cc1ccc(CN2CCN(Cc3ccc(C)s3)CC2CCO)cc1 (stereo unspecified),2.8,-6.9,4.2,-1.4,-1.9,-2.7,0.1,-3.0,3.1,-0.9
NS(=O)(=O)c1cccc(NC(=O)CCC(=O)c2cccs2)c1,-1.3,0.6,4.8,-4.6,6.1,-0.8,1.9,0.0,7.8,-0.7
O=C(COC(=O)c1cc(Br)ccc1O)NNC(=O)c1cccs1,-2.9,1.7,-3.2,-5.2,2.0,3.7,-5.3,-2.0,6.4,-0.8
CCOC(=O)c1oc2ccc(Br)cc2c1CSc1nnc(C)s1,-5.0,-2.8,-0.1,-6.5,1.8,-12.3,-6.1,-0.8,4.9,1.1
CC(C)Cc1nc(SCC(=O)N2CCCC2)c2c(=O)n(C)c(=O)n(C)c2n1,-3.7,-7.5,-3.9,-2.5,-0.4,4.9,3.6,1.5,6.1,1.9
COc1ccc(-c2nc(-c3ccc(C(=O)O)cc3)no2)cc1,-0.2,7.5,-9.3,-2.3,-6.6,-7.8,5.2,3.1,-1.5,-2.1
O=C1CCCC/C1=C/NCc1ccccc1,-4.4,1.1,-1.0,-0.4,-1.5,1.4,5.5,-3.0,1.7,-4.0
Cn1c(CC(=O)Nc2ccccc2)nnc1SCC(=O)Nc1ccc(N2CCOCC2)cc1,-2.1,2.8,12.7,2.0,6.4,-0.3,3.6,1.1,-1.2,0.3
COc1cc(C)ccc1NC(=O)c1ccc(S(=O)(=O)N2CCOCC2)cc1,-2.5,-6.0,7.9,4.5,-4.9,-7.3,0.1,0.1,8.2,-2.2
COc1ccc(CCN(C)C(=S)Nc2cccc(C)c2)cc1OC,4.6,4.9,6.5,-1.5,4.3,1.1,-0.7,4.2,-0.9,-0.7
COc1ccc(NC(=S)NCCc2ccccc2)c(C)c1,2.9,-5.1,4.7,-1.3,-2.0,2.5,4.2,-2.4,1.3,-0.8
CCCCCCc1nc2ccccc2c(=O)n1NC(=O)c1c(O)c2c(n(CC(C)C)c1=O)CCCC2,1.5,-0.6,-0.8,-2.5,-4.8,1.0,-0.6,0.6,4.1,1.6
CC(=O)Nc1cccc(/C(C)=N/N2C(C)CCCC2C)c1 (stereo unspecified),-6.6,-3.8,-5.0,-3.9,-0.2,-12.7,3.6,1.6,5.2,-0.7
Cc1occc1-c1nnc(SCC(=O)Nc2ccccc2)n1CCc1ccccc1,4.5,-8.0,-2.0,-7.0,-3.4,-11.8,-10.2,-0.4,4.5,7.1
CCN(CC)c1ccc(C=C2C(=O)OC(c3ccccc3)OC2=O)cc1 (stereo unspecified),-2.4,-1.6,-53.8,3.4,-33.4,-23.2,6.0,-1.6,-34.1,-1.7
O=C(CSc1ccc(F)cc1)Nc1ccccc1N1CCOCC1,2.6,-4.6,-0.7,-2.4,-0.9,-7.0,-4.2,4.4,5.6,1.3
C[C@H](CO)N1C[C@H](C)[C@@H](CN(C)S(=O)(=O)c2cccs2)Oc2ccc(NS(=O)(=O)c3ccc(F)cc3)cc2C1=O,0.9,12.5,-3.5,0.4,2.5,-13.7,0.0,-0.8,-0.8,2.8
CC(CN1CCC(n2nccc2NC(=O)CCCc2ccccc2)CC1)c1ccccc1 (stereo unspecified),2.1,-10.6,-10.1,-7.5,-7.1,-2.8,-5.6,8.5,3.0,-3.0
O=C(Cn1c2ccccc2c2nc3n(c(=O)c21)CCS3)Nc1ccccc1C(F)(F)F,1.8,-0.9,-13.2,-0.6,3.0,1.3,-2.4,-3.7,2.1,-1.1
CCOC(=O)c1cc(-c2ccccc2)n(CCC(=O)NC(C)CC)c1C (stereo unspecified),0.3,-7.6,6.0,-1.2,3.8,-5.1,-2.5,0.1,-1.4,5.0
CC(Sc1ncccn1)C(=O)Nc1ccc2c(c1)OCCO2 (stereo unspecified),-7.8,1.7,4.8,2.0,2.9,-1.6,-1.2,-0.3,-14.8,-2.4
